esBAF inh = SWI/SNF esBAF complex inhibition; mouse ES cells, Bmi1-luciferase knock-in reporter, 24 h; 100% = twice the neutral-well signal; reporter increase, % at 12.5 µM; 350,000 tested, 2% active; in the data active means activation above about 40%;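 further: 0% = median of the plate's neutral control wells and 100% = double that signal; a rise in the Bmi1 reporter signal indicates esBAF inhibition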
ERAP1 inh = inhibitors of human ERAP1 aminopeptidase | Q9NZ08 | recombinant ERAP1, Leu-AMC fluorescence, 60 min | inhibition, % at 10.7 µM | AID 652197 | 340,000 tested, 0.15% active;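 active means mean replicate inhibition of at least 30%, or all replicates individually reaching that 30% level; inactive means mean below 30% and not every replicate reaching it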;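 further: 0% = neutral control wells and 100% = L-leucinethiol positive control wells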
Xi reactivation = activators of X-chromosome reactivation in mouse fibroblasts | activation, % at 7.58 µM | XiGFP mouse fibroblasts, % GFP-positive cells imaging, 3 d; cells co-treated with 5-aza-dC sensitizer; scaled so ellipticine positive control = 100% | AID 743238 | 360,000 tested, 0.055% active;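 active means mean normalized replicate activation at least 10% and every replicate at or above 10%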;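 further: 0% = median of on-plate neutral control wells and 100% = ellipticine 6 µM median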
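Assay system: SV40-immortalized XiGFP fibroblast cells, line 68-5-11; buffer or medium: DMEM plus 5-aza-dC sensitizer; compound: one concentration, pinned; timing: compounds 3 days, fix/stain 15 min at room temperature; benchmarks: positive control ellipticine, 6 µM final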
ARNT-TACC3 inh = disruptors of human ARNT/TACC3 interaction | Q9Y6A5 | AlphaScreen His-ARNT PAS-B/GST-TACC3 binding, luminescence; TACC3 fragment carries E629A point mutation | inhibition, % at 9.99 µM | 390,000 tested, 0.66% active;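 active means mean inhibition of replicates at least 50% and at least half of replicates each reaching 50%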;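 further: 0% = complete ARNT plus TACC3 wells and 100% = ARNT alone without TACC3; many hits fall short of the cut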
INS-1E GSIS act = primary screen for activators of insulin secretion dependent on glucose, INS-1E cells, GLuc reporter luminescence; INS-1E GLuc reporter insulin secretion, 2-3 h; 370,000 tested, 0.61% active; activation, % at 16.6 µM;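 active means lowest replicate activation of at least 40%, so every replicate reaches that level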;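 further: 0% = median of neutral control wells and 100% = median of IBMX positive control wells; some compounds called inactive have numbers as strong as hits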
F508del corr = CFTR F508del correction in bronchial cells; CFBE cells, YFP halide quenching; stimulated with forskolin plus potentiator P3; % fluorescence drop versus neutral controls; activity (quench increase), % at 7.58 µM; 350,000 tested, 0.36% active; AID 720511;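 active means mean added fluorescence quench of at least 8% versus neutral control, with both replicates also reaching 8%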;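 further: cells transiently co-express mutant CFTR-F508del with the halide-sensitive YFP; corrector assay measuring rescue of mutant channel to the surface after 24 h compound exposure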
RAD54 inh = RAD54 (human) branch migration inhibition; Q92698; RAD54 Holliday junction branch migration, FAM/BHQ fluorescence; inhibition, % at 10.4 µM; 360,000 tested, 0.14% active; AID 602329;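 active means mean normalized replicate activity at least 40 and at least half of replicates scoring 40 or more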;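 further: 0% = median of neutral control wells and 100% = median of positive control wells; inhibitors cause a drop in the FAM fluorescence signal; in these data hits start at about 50%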
Target sequence (Q92698 whole entry, looked up): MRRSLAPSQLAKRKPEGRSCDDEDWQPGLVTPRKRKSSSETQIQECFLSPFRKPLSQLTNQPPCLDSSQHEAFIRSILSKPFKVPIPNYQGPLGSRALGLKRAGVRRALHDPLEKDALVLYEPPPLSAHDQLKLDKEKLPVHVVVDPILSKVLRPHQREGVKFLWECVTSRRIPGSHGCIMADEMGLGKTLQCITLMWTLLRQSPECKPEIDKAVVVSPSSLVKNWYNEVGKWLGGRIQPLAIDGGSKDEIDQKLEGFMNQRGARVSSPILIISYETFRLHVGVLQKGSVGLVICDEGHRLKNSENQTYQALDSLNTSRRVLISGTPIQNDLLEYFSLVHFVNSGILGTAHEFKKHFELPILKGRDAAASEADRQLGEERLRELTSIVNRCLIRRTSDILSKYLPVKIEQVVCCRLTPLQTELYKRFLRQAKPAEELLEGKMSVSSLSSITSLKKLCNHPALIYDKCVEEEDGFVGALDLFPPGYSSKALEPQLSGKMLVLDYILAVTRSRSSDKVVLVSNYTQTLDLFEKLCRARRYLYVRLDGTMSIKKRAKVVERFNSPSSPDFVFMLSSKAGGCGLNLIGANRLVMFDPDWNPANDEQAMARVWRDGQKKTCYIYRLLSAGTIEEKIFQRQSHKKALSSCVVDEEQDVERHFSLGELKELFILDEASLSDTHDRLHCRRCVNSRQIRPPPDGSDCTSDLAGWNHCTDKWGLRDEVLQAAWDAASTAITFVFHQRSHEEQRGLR
RAD52 anneal inh = blocks human RAD52 DNA annealing; P43351; recombinant RAD52 DNA annealing, FRET fluorescence; inhibition, % at 18.7 µM; 360,000 tested, 0.46% active; AID 651710;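 active means every replicate showing at least 50% inhibition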
* = called active by the depositor; · = not tested or not shown.

Below each compound – esBAF inh	ERAP1 inh	Xi reactivation	ARNT-TACC3 inh	INS-1E GSIS act	F508del corr	RAD54 inh	RAD52 anneal inh
> COc1ccc(C)cc1NC(=O)Cc1c(C(=O)O)n(C)c2ccccc12
    -6	2	0.0	0	-6	-4.2	3	1
> Cc1cc(NC(=O)c2cc(S(=O)(=O)N3CCCCC3)ccc2C)no1
    -3	1	-0.3	-14	-11	-1.9	5	-12
> Oc1cccc(-c2nc3c4c(ncn3n2)-c2ccccc2CC42CCCC2)c1
    -2	0	·	-5	8	0.8	2	-14
> CC(C)NC(=NCc1ccc(Cl)cc1Cl)Nc1ccccc1
    -5	-2	0.2	13	-17	-0.9	1	1
> COc1ccc(Br)cc1C(=O)Nc1ccccc1N1CCN(C(=O)c2ccccc2)CC1
    ·	-5	0.1	-9	-10	-0.7	·	-12
> CNc1snc(C)c1C(=O)OCC(=O)N(C)c1ccccc1
    -1	-1	0.1	5	17	-0.4	2	-4
> Cc1ccccc1NC(=O)Cc1cccc(C(F)(F)F)c1
    -4	2	0.2	-4	-14	-1.7	-2	4
> COC(=O)Cn1c(O)c(N=NC(=O)CNC(=O)c2ccncc2)c2ccccc21
    1	3	-0.1	-16	6	2.2	-2	2
> COc1ccc(NC(=O)/C(Cl)=C(/Cl)S(=O)Cc2ccc(Cl)cc2)cn1 (stereo not given)
    -79	2	0.0	-6	46*	-6.1	·	-24
> COc1ccccc1N1CCN(C2CCCN(C(=O)c3cc(C(C)C)on3)C2)CC1 (stereo not given)
    2	2	0.3	·	-4	-3.6	16	-2
> Cc1cc(SCC(=O)NN=C2CCN(C(C)C)CC2)c(C)cc1Br
    ·	·	0.0	28	-8	·	1	·
> Cc1cc(Cl)ccc1C(=O)C1CCCN(C(=O)c2nonc2C)C1 (stereo not given)
    -7	0	0.0	-6	-40	0.7	-8	-9
> O=C(c1ccccn1)N1CC[C@H]2[C@H](CO)Nc3ccc(-c4ccccc4)cc3[C@H]21
    16	-2	0.0	4	10	0.4	-6	0
> O=C(NCC1CC1)[C@@H]1[C@@H](CO)[C@@H]2Cn3c(cccc3=O)[C@@H]2N1C(=O)CC1CC1
    -5	1	0.1	-3	7	-1.9	0	7
> Cc1noc(C)c1S(=O)(=O)Nc1ccc2c(c1)C(=O)N([C@H](C)CO)C[C@H](C)[C@H](CN(C)C(=O)Nc1ccc3c(c1)OCO3)O2
    -2	-2	-0.9	2	6	0.0	-8	4
> COc1cc(SC)ccc1C(=O)Nc1ccccc1C#N
    43*	·	·	-1	28	·	-3	·
> CNC[C@@H]1Oc2ccc(N)cc2CC(=O)N([C@H](C)CO)C[C@H]1C
    ·	5	0.2	·	11	-1.0	·	-5
> COc1ccccc1C(=O)Nc1ccc2c(c1)OC[C@@H](C)N(C)C[C@H](C)[C@H](OC)CN(C)C2=O
    1	4	-0.5	-3	-2	1.9	8	14
> Cn1c(CCNS(=O)(=O)c2ccc(F)cc2)nnc1SCc1cccnc1
    3	-3	0.3	-3	1	2.1	-5	-9
> CCCn1cc(C(=O)OCC)c(=O)c2cc(F)c(F)cc21
    ·	1	-0.1	-5	0	1.1	-13	-14

Other results
Below each compound – esBAF inh	ERAP1 inh	Xi reactivation	ARNT-TACC3 inh	INS-1E GSIS act	F508del corr	RAD54 inh	RAD52 anneal inh
> Cc1ccc(-c2ccc([C@H]3[C@@H](CO)N4C(=O)CN(C(=O)Nc5cccc(F)c5)C[C@H]34)cc2)cc1
    ·	-1	0.1	·	-30	1.9	·	1
> COc1ccc(-c2cn(CC[C@H]3CC[C@@H](NC(=O)Cc4ccccn4)[C@H](CO)O3)nn2)cc1
    0	0	0.2	10	-5	-0.1	1	-24
> Cc1noc(C)c1NC(=O)N[C@H]1CC[C@H](CCNC(=O)C2CCOCC2)O[C@H]1CO
    -3	2	-0.7	-6	25	2.5	-1	17
> CO[C@@H]1CN(C)C(=O)c2cc(NC(=O)Nc3cccc(F)c3)ccc2OC[C@H](C)NC[C@@H]1C
    2	-1	-0.5	-5	4	2.7	5	3
> CCC(CC)CN1CCC(CN2C(=S)NC[C@@H]2Cc2ccccc2)CC1
    ·	-2	-0.1	·	-3	1.3	·	-17
> O=C(COC(=O)c1ccccc1[N+](=O)[O-])Nc1cc(S(=O)(=O)N2CCOCC2)ccc1N1CCCC1
    ·	1	-0.4	27	-8	-2.8	·	9
> CC(C)NC(=O)N(C)C[C@@H]1OCCCC[C@H](C)Oc2ccc(NC(=O)CCCN(C)C)cc2C(=O)N([C@H](C)CO)C[C@@H]1C
    ·	-1	·	9	·	1.8	7	-10
> O=C(NC[C@H]1[C@@H](c2ccccc2)[C@@H](CO)N1Cc1ccccn1)NC1CCCC1
    ·	2	2.2	·	2	-4.8	·	8
> C[C@@H]1CN([C@@H](C)CO)C(=O)c2ccccc2-c2ccccc2CO[C@@H]1CN(C)Cc1ccc2c(c1)OCCN2C
    -2	-3	0.1	7	-4	0.7	-3	-5
> CC1(C(=O)NS(=O)(=O)c2cccs2)CCN1C(=O)CCc1ccc(Cl)cc1Cl (stereo not given)
    -6	0	0.0	·	26	-1.5	3	-9
> CC(=O)c1ccccc1NCC(=O)Nc1ccc(C)cc1
    32	0	0.2	0	·	1.9	4	-3
> C[C@@H]1CN([C@H](C)CO)C(=O)c2cccc(NC(=O)CCCCCC(=O)Nc3ccccc3N)c2O[C@H]1CN(C)S(=O)(=O)c1ccc(Cl)cc1
    -3	-4	0.1	·	1	1.7	·	-13
> Cc1ccc(C(=O)NC(=S)NNC(=O)c2ccccc2O)cc1
    0	4	-0.1	2	-18	9.7*	-9	10
> C[C@H]1CN([C@@H](C)CO)S(=O)(=O)c2ccc(-c3ccncc3)cc2O[C@@H]1CN(C)S(C)(=O)=O
    -6	-4	0.2	5	4	2.9	0	7
> Nc1cc(=O)[nH]c(SCC(=O)NNC(=O)Cc2ccccc2)n1
    ·	1	0.1	-7	5	0.7	·	-5
> COc1ccc(C(=O)Nc2cccc3c2CCCC3)cc1
    48*	6	0.1	-1	0	6.6	-1	-12
> COc1ccc(NC(=O)N(C)C[C@H]2OCc3ccccc3-c3c(n(C)c4ccccc34)C(=O)N([C@H](C)CO)C[C@@H]2C)cc1
    2	-3	2.3	1	-22	-1.3	-2	6
> CC(C)CC(NC(=O)CCC(=O)OCC(=O)[C@@]1(O)CCC2[C@@H]3CCC4=CC(=O)C=C[C@]4(C)C3[C@@H](O)C[C@@]21C)C(=O)O (stereo not given in full)
    -4	3	0.0	-5	2	0.8	2	-1
> Cc1noc(C)c1S(=O)(=O)Nc1ccc2c(c1)CC(=O)N([C@@H](C)CO)C[C@H](C)[C@H](CN(C)S(=O)(=O)c1ccc(Cl)cc1)O2
    9	2	-0.7	·	-19	1.2	-6	-5
> CCOc1ccc(C(=O)NCCN2CCCC2)cc1
    -8	1	0.5	1	-15	·	·	-17

Rewritten as labelled records: entries from further up.
SMILES: COc1ccc(C(=O)Nc2cccc3c2CCCC3)cc1
  esBAF inh: 48*
  ERAP1 inh: 6
  Xi reactivation: 0.1
  ARNT-TACC3 inh: -1
  INS-1E GSIS act: 0
  F508del corr: 6.6
  RAD54 inh: -1
  RAD52 anneal inh: -12
SMILES: COc1ccc(NC(=O)N(C)C[C@H]2OCc3ccccc3-c3c(n(C)c4ccccc34)C(=O)N([C@H](C)CO)C[C@@H]2C)cc1
  esBAF inh: 2
  ERAP1 inh: -3
  Xi reactivation: 2.3
  ARNT-TACC3 inh: 1
  INS-1E GSIS act: -22
  F508del corr: -1.3
  RAD54 inh: -2
  RAD52 anneal inh: 6
SMILES: CC(C)CC(NC(=O)CCC(=O)OCC(=O)[C@@]1(O)CCC2[C@@H]3CCC4=CC(=O)C=C[C@]4(C)C3[C@@H](O)C[C@@]21C)C(=O)O (stereo not given in full)
  esBAF inh: -4
  ERAP1 inh: 3
  Xi reactivation: 0.0
  ARNT-TACC3 inh: -5
  INS-1E GSIS act: 2
  F508del corr: 0.8
  RAD54 inh: 2
  RAD52 anneal inh: -1

Two entries drawn at random from those above:
Below each compound – esBAF inh	ERAP1 inh	Xi reactivation	ARNT-TACC3 inh	INS-1E GSIS act	F508del corr	RAD54 inh	RAD52 anneal inh
> CC(C)NC(=O)N(C)C[C@@H]1OCCCC[C@H](C)Oc2ccc(NC(=O)CCCN(C)C)cc2C(=O)N([C@H](C)CO)C[C@@H]1C
    ·	-1	·	9	·	1.8	7	-10
> COc1cc(SC)ccc1C(=O)Nc1ccccc1C#N
    43*	·	·	-1	28	·	-3	·

Next records.
Below each compound – esBAF inh	ERAP1 inh	Xi reactivation	ARNT-TACC3 inh	INS-1E GSIS act	F508del corr	RAD54 inh	RAD52 anneal inh
> C=C(C)c1cccc(C(C)(C)NC(=O)NCc2cccnc2)c1
    ·	-4	0.1	-3	10	-0.7	·	-13
> C[C@@H](NC(=O)C[C@H]1C[C@H]2c3cc(NS(=O)(=O)c4ccc(F)cc4)ccc3O[C@H]2[C@H](CO)O1)c1ccccc1
    8	2	0.0	8	-15	-0.2	1	10
> Cc1ccc(C2c3sc(=O)[nH]c3SC3C4CC(C5C(=O)N(C(C)C(=O)O)C(=O)C45)C23)cc1 (stereo not given)
    ·	·	0.4	20	0	·	1	·
> O=C(NC1CCCC1)N1CC2(C1)[C@H](c1ccccc1)[C@H](CO)N2CC1CCCC1
    ·	1	0.2	·	-21	0.2	·	1
> COc1ccc(-c2nnc(NC(=O)C3CCCN3S(=O)(=O)c3cccs3)o2)cc1 (stereo not given)
    8	-6	0.3	24	-6	0.5	-9	-6
> OC1O[C@H](c2ccc3c(c2)OCO3)[C@H]2CO[C@H](c3ccc4c(c3)OCO4)[C@@H]12 (stereo not given in full)
    5	3	0.0	-10	-7	1.6	9	-9
> CCOC(=O)Cn1nc(C)cc1NC(=O)c1cc(OC)c(OC)c(OC)c1
    8	3	0.0	-10	·	2.6	-6	-7
> O=C(NC1CCC1)[C@@H]1[C@@H](CO)[C@@H]2Cn3c(ccc(-c4cncnc4)c3=O)[C@@H]2N1C(=O)NC1CCCC1
    4	0	0.2	-12	4	-0.2	-20	-9
> O=C(CC(c1ccco1)S(=O)(=O)c1ccccc1)c1ccccc1 (stereo not given)
    6	3	0.0	-1	2	0.4	6	-15
> Cc1nc(N2[C@H](CO)[C@H](c3ccccc3)[C@H]2CNCC2CCC2)sc1C
    ·	2	0.2	·	3	4.9	·	-7
> O=C(NCCCCCCNC(=O)c1cccs1)c1cccs1
    ·	-3	0.0	23	5	0.1	·	1
> Cc1cc(C(=O)N/N=C/c2ccncc2)c2ccccc2n1
    -2	-4	0.1	30	7	0.9	14	-14
> CC(C)c1ccccc1NC(=O)Nc1nnc([C@H]2C[C@H](O)[C@@H](CO)O2)s1
    -5	-50	0.0	·	5	6.9	-5	-7
> CC(=NOC(=O)c1ccc(I)cc1)c1nccs1
    -1	1	6.4	·	-6	1.4	0	16
> COc1ccc(S(=O)(=O)N[C@@H]2CC[C@H](CCn3cc(-c4cccc(F)c4)nn3)O[C@@H]2CO)cc1
    -19	3	-0.2	4	-24	1.4	0	9
> Cc1cc(N2CCN(C)CC2)nc2ccc(NC(=O)CCC(=O)NCCc3ccc(Cl)cc3)cc12
    -8	-1	0.3	24	9	0.4	3	-5
> CN1c2ccc(-c3ccc(C#N)cc3)cc2[C@@H]2[C@@H](CCN2C(=O)Nc2cccc(F)c2)[C@@H]1CO
    -7	-2	0.2	-4	3	-0.8	3	-8
> CCn1c(SCC(=O)N/N=C/c2ccc(OC)c(OC)c2)nc2ccccc21
    -5	·	·	8	84*	·	4	·
